# From PubChem BioAssay
# IDE exosite FP – insulin-degrading enzyme (human) exo-site inhibition | P14735 | purified IDE, FL-6b probe fluorescence polarization; hits give low values | z-score at 20 µM | 6.3% of 17,000 active | AID 1259349;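 active = z-score of -3 or lower, meaning strong loss of probe binding signal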;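 note: His-tagged human IDE residues 42-1019 made in E. coli with 30 nM FL-6b probe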
# Target sequence (P14735 42-1019 limits assumed): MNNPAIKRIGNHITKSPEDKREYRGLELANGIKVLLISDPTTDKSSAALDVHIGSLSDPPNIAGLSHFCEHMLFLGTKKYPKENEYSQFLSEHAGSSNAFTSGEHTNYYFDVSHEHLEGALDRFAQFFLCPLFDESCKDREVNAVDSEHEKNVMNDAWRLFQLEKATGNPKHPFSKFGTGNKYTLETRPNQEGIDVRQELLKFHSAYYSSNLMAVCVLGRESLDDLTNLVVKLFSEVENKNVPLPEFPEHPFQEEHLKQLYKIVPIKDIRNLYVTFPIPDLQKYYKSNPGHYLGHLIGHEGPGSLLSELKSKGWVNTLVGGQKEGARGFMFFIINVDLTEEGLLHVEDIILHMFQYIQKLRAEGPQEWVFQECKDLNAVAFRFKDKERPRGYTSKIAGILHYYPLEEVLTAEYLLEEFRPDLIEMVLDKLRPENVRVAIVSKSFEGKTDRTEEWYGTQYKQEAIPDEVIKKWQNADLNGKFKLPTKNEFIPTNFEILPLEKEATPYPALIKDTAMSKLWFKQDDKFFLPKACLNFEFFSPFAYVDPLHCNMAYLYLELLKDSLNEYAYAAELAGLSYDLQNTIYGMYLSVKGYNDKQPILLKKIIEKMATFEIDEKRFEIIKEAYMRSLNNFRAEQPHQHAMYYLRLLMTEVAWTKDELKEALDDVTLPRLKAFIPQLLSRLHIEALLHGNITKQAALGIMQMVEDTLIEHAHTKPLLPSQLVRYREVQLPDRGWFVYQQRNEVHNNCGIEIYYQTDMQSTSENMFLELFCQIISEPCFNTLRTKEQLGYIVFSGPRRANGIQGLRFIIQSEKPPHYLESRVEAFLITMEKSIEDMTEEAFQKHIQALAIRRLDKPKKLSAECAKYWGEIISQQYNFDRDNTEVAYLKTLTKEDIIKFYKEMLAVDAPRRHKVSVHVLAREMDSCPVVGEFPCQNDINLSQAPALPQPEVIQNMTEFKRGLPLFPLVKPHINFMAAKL
# * = called active by the depositor. A portion of the library (hit frequency here may not be typical).
SMILES,IDE exosite FP
O=C(c1cnccn1)N1CC(=O)N2[C@@H](CO)[C@@H](c3ccc(-c4ccc(F)cc4)cc3)[C@@H]2C1,3.11
O=C(Nc1ccc2c(c1)[C@H]1C[C@@H](CC(=O)N3CCOCC3)O[C@@H](CO)[C@H]1O2)Nc1ccccc1F,-0.814
COc1cccc(-c2ccc([C@H]3[C@@H](CO)N4C(=O)CN(C(=O)c5cccnc5)C[C@H]34)cc2)c1,-4.92*
O=C(Nc1cc(F)ccc1F)N1CC(=O)N2[C@H](C1)[C@@H](c1ccc(-c3cccnc3)cc1)[C@@H]2CO,-8.22*
COCC(=O)N1CC(=O)N2[C@H](CO)[C@@H](c3ccc(C#CC4CCCCC4)cc3)[C@H]2C1,1.09
CN1c2ccc(C#Cc3cccnc3)cc2[C@H]2[C@H](CCN2C(=O)CN2CCOCC2)[C@@H]1CO,0.748
CN(C[C@@H]1[C@@H](c2ccccc2)[C@H](CO)N1C(=O)C1CC1)C(=O)c1ccccn1,1.83
C[C@@H]1CN([C@H](C)CO)C(=O)c2cc(NS(=O)(=O)c3ccc(Cl)cc3)ccc2O[C@@H](C)CCCCO[C@@H]1CN(C)C(=O)CCCN(C)C,-0.379
CO[C@H]1CC[C@@H]2CCOc3ccc(C#N)cc3C(=O)N(C)[C@@H](C)C(=O)N(C)C[C@H]1O2,0.89
N#C[C@@H]1N[C@H](CO)[C@@H]1c1ccc(C#CC2CCCC2)cc1,5.01
N#C[C@H]1[C@H](c2ccc(C#CC3CCCC3)cc2)[C@@H](CO)N1C(=O)Cc1ccccn1,-0.699
CCCC(=O)Nc1ccc2c(c1)C(=O)N(C)[C@H]1CC[C@@H](CC(=O)N3CCCCC3)O[C@@H]1CO2,-0.977
N#C[C@H]1N[C@H](CO)[C@@H]1c1ccc(C#Cc2cccnc2)cc1,2.82
CO[C@H]1CC[C@@H]2CCOc3c(C#N)cccc3C(=O)N(C)C[C@@H](OC)[C@@H](C)C(=O)N(C)C[C@H]1O2,-0.434
CC(C)NC(=O)N1CCCCN2[C@H](C1)[C@@H](c1ccc(C#CC3CC3)cc1)[C@@H]2CO,-1.59
COc1ccc(-c2ccc([C@H]3[C@H](CO)N4CCCCN(C(=O)NC(C)C)C[C@@H]34)cc2)cc1,-7.32*
COc1ccc(-c2ccccc2[C@@H]2[C@@H](CO)N(C(=O)C3CC3)[C@H]2C#N)cc1,3.67
O=C(NC1CCCCC1)N1CC(=O)N2[C@H](CO)[C@H](c3ccc(-c4cccc(F)c4)cc3)[C@@H]2C1,-0.0284
CC(C)C#Cc1ccc([C@@H]2[C@@H](CO)N3CCCCN(C(=O)Nc4ccccc4)C[C@@H]23)cc1,0.727
CO[C@H]1CN(C)C(=O)c2ccc(NS(=O)(=O)CC(F)(F)F)cc2OC[C@@H](C)N(C(=O)NC(C)C)C[C@@H]1C,-0.169
CCCC#Cc1ccc([C@H]2[C@H]3CN(CC4CCOCC4)CCCCN3[C@H]2CO)cc1,4.26
COC(=O)C[C@H]1CC[C@@H]2[C@H](COC[C@@H](O)CN2S(=O)(=O)c2ccccc2OC)O1,-0.464
N#C[C@H]1[C@@H](c2ccc(-c3cccc(F)c3)cc2)[C@H](CO)N1C(=O)CN1CCOCC1,-0.0746
C/C=C/c1ccc([C@@H]2[C@@H](CO)N3C(=O)CN(Cc4ccc(F)cc4)C[C@H]23)cc1,0.124
CN(C)C(=O)c1ccc(-c2ccc([C@@H]3[C@@H](CO)N4C(=O)CN(C(=O)CC5CC5)C[C@H]34)cc2)cc1,-0.438

# The closing 5 compounds of the section above open the next one.
SMILES,IDE exosite FP
CCCC#Cc1ccc([C@H]2[C@H]3CN(CC4CCOCC4)CCCCN3[C@H]2CO)cc1,4.26
COC(=O)C[C@H]1CC[C@@H]2[C@H](COC[C@@H](O)CN2S(=O)(=O)c2ccccc2OC)O1,-0.464
N#C[C@H]1[C@@H](c2ccc(-c3cccc(F)c3)cc2)[C@H](CO)N1C(=O)CN1CCOCC1,-0.0746
C/C=C/c1ccc([C@@H]2[C@@H](CO)N3C(=O)CN(Cc4ccc(F)cc4)C[C@H]23)cc1,0.124
CN(C)C(=O)c1ccc(-c2ccc([C@@H]3[C@@H](CO)N4C(=O)CN(C(=O)CC5CC5)C[C@H]34)cc2)cc1,-0.438
COCC(=O)N1CC(=O)N2[C@@H](CO)[C@H](c3ccc(-c4ccncc4)cc3)[C@@H]2C1,-0.939
C[C@H](CO)N1C[C@H](C)[C@@H](CN(C)Cc2ccccc2)OCc2cn(nn2)CCCC1=O,-0.0851
CCC(=O)N1[C@H](CO)[C@H](c2ccc(-c3cccc(OC)c3)cc2)[C@@H]1CNC(C)=O,-0.97
COCC(=O)N1[C@@H](CO)[C@H](c2ccccc2)C12CN(C(=O)c1ccccc1)C2,-0.0644
CC(C)CC#Cc1ccc([C@H]2[C@H]3CN(C(=O)c4cccc(F)c4)CC(=O)N3[C@H]2CO)cc1,-0.675
OC[C@H]1[C@H](c2ccc(/C=C/c3ccccc3)cc2)[C@@H]2CN(Cc3ccncc3)CCCCN12,-4.52*
COc1ccccc1-c1ccc([C@@H]2[C@@H](CO)N3CCCCN(S(=O)(=O)c4cn(C)cn4)C[C@H]23)cc1,-2.23
O=C1CN(S(=O)(=O)Cc2ccccc2)C[C@H]2[C@@H](c3ccc(C#Cc4ccc(F)cc4)cc3)[C@@H](CO)N12,-1.37
COc1ccc2c3c(n(C)c2c1)[C@@H](CO)N(C(=O)c1cccc(F)c1)CC31CN(C(=O)c2cccc(F)c2)C1,-0.189
COc1cccc(C#Cc2ccc([C@@H]3[C@H]4CN(C(C)=O)CC(=O)N4[C@H]3CO)cc2)c1,-3.9*
CCCNC(=O)N1[C@H](C#N)[C@@H](c2ccccc2C2=CCCCC2)[C@@H]1CO,0.32
CS(=O)(=O)Nc1ccc2c(c1)[C@@H]1C[C@H](CC(=O)NCCc3ccccc3)O[C@@H](CO)[C@@H]1O2,-0.512
Cc1ccc(-c2ccc([C@@H]3[C@H]4CN(C(=O)c5ccc(F)cc5)CCCCN4[C@H]3CO)cc2)cc1,0.331
CCc1cnc(N2[C@@H](C#N)[C@@H](c3ccc(C#Cc4ccccc4F)cc3)[C@@H]2CO)s1,-2.13
N#C[C@H]1[C@@H](c2ccc(-c3cccc(F)c3)cc2)[C@H](CO)N1c1nc(-c2ccccc2)cs1,-2.57
Cc1ccccc1-c1cnc2c(c1)C(=O)N([C@@H](C)CO)C[C@H](C)[C@@H](CN(C)Cc1ccccc1F)O2,-0.37
O=C1CN(S(=O)(=O)Cc2ccccc2)C[C@H]2[C@H](c3ccc(C#Cc4cccc(F)c4)cc3)[C@@H](CO)N12,3.83
CC(=O)N1[C@@H](CO)[C@H](c2ccccc2)[C@@H]1CN(C(=O)NC(C)C)C1CCCC1,2.05
C/C=C/c1ccc([C@@H]2[C@H](CO)N(S(=O)(=O)CC)C23CN(C(C)=O)C3)cc1,1.52
C[C@@H]1CN([C@H](C)CO)C(=O)c2ccccc2-c2ccccc2CO[C@@H]1CN(C)C(=O)Nc1ccnc(N2CCOCC2)c1,-0.567
C[C@@H]1CN([C@H](C)CO)C(=O)c2cc(-c3ccc(F)cc3)cnc2O[C@@H]1CN(C)S(C)(=O)=O,0.853
CC(C)CNC[C@@H]1[C@@H](c2ccccc2)[C@@H](CO)N1Cc1ccc(F)cc1,-1.78
CC(=O)NC[C@H]1[C@@H](c2ccc(-c3ccccc3F)cc2)[C@@H](CO)N1CCC(F)(F)F,-0.399
O=C(CC1CC1)N1CC(=O)N2[C@H](CO)[C@H](c3ccc(C#Cc4ccc(F)cc4)cc3)[C@H]2C1,0.742
CN(C)CC(=O)N1CCCCN2[C@H](CO)[C@H](c3ccc(-c4cccc(C(=O)N(C)C)c4)cc3)[C@H]2C1,4.58

# Random excerpt: 4 entries already listed
SMILES,IDE exosite FP
COc1ccccc1-c1ccc([C@@H]2[C@@H](CO)N3CCCCN(S(=O)(=O)c4cn(C)cn4)C[C@H]23)cc1,-2.23
CC(=O)NC[C@H]1[C@@H](c2ccc(-c3ccccc3F)cc2)[C@@H](CO)N1CCC(F)(F)F,-0.399
C[C@@H]1CN([C@H](C)CO)C(=O)c2ccccc2-c2ccccc2CO[C@@H]1CN(C)C(=O)Nc1ccnc(N2CCOCC2)c1,-0.567
CN(C)CC(=O)N1CCCCN2[C@H](CO)[C@H](c3ccc(-c4cccc(C(=O)N(C)C)c4)cc3)[C@H]2C1,4.58

# (further entries)
SMILES,IDE exosite FP
COc1ccc2c3c(n(C)c2c1)[C@@H](CO)N(S(C)(=O)=O)CC31CCN(C(=O)C2CCCC2)CC1,0.558
COCC#Cc1ccc([C@H]2[C@H]3CN(C(=O)Nc4ccccc4F)CC(=O)N3[C@H]2CO)cc1,1.08
O=C(Nc1cccc(F)c1)N1CC(=O)N2[C@H](CO)[C@H](c3ccc(C#CC4CC4)cc3)[C@H]2C1,2.08
Cc1ccc(-c2ccccc2[C@@H]2[C@H](C#N)N(c3ncc(-c4ccccc4)s3)[C@H]2CO)cc1,-0.136
C/C=C/c1ccc([C@@H]2[C@H]3CN(S(=O)(=O)c4ccc(OC)cc4)CCCCN3[C@H]2CO)cc1,0.0789
CCC(=O)N1CC2(CN(Cc3ccc(F)cc3)C2)c2c(n(C)c3cc(OC)ccc23)[C@H]1CO,0.137
C[C@@H](NC(=O)C[C@H]1C[C@@H]2c3cc(NS(=O)(=O)c4ccc(F)cc4)ccc3O[C@@H]2[C@H](CO)O1)c1ccccc1,0.452
COc1ccccc1NC(=O)N1CC(=O)N2[C@H](CO)[C@@H](c3ccc(C#Cc4ccccc4)cc3)[C@H]2C1,-1.76
O=C(c1ccccc1F)N1CC[C@H]2[C@H](CO)Nc3ccc(Br)cc3[C@H]21,1.39
COc1ccc(NC(=O)N2C[C@H]3[C@@H](c4ccccc42)[C@H](CO)N3Cc2ccccn2)cc1,2.16
COCC#Cc1ccc([C@@H]2[C@H]3CN(C(=O)Nc4cc(F)ccc4F)CCCCN3[C@H]2CO)cc1,4.31
CCC(=O)NC[C@H]1N[C@H](CO)[C@@H]1c1ccc(-c2ccccc2F)cc1,-0.798
O=C(NC1CCCC1)N1CCCCN2[C@H](CO)[C@H](c3ccc(-c4cncnc4)cc3)[C@@H]2C1,3.74
C/C=C/c1ccc([C@@H]2[C@H](C#N)N(c3ncc(CC)s3)[C@H]2CO)cc1,4.3
O=S(=O)(c1ccccc1)N1[C@@H](CO)[C@@H]2c3ccccc3NC[C@@H]21,1.8
CC(C)CC#Cc1ccc([C@@H]2[C@@H](CO)N3C(=O)CN(C(=O)Cc4ccccc4)C[C@@H]23)cc1,1.76
O=C(C[C@H]1C=C[C@@H](NC(=O)Cc2cccnc2)[C@@H](CO)O1)NCc1ccc2c(c1)OCO2,1.69
CCC(=O)N1[C@H](C#N)[C@H](c2ccccc2-c2cccc(C)c2)[C@@H]1CO,0.861
C[C@@H](NC(=O)C[C@@H]1CC[C@H]2[C@H](COc3ccc(NC(=O)C4CCOCC4)cc3C(=O)N2C)O1)c1ccccc1,-1.12
COc1ccc(CN(C)C[C@@H]2OCc3cnnn3CCCC(=O)N([C@@H](C)CO)C[C@@H]2C)cc1,-0.375
O=C(Nc1ccc(F)cc1)N1CCCCN2[C@H](CO)[C@@H](c3ccc(C#Cc4ccccc4)cc3)[C@@H]2C1,3.59
O=C(c1ccc(F)cc1)N1CC(=O)N2[C@H](CO)[C@H](c3ccc(C#CC4CC4)cc3)[C@@H]2C1,2.24
CNC(=O)C[C@@H]1CC[C@@H]2[C@H](COC[C@@H](O)CN2Cc2ccccc2F)O1,0.131
CN(C)CC(=O)N1CC2(C1)[C@H](c1ccccc1)[C@H](CO)N2Cc1cc(F)ccc1F,-0.475
C[C@@H]1CCCCO[C@H](CN(C)C(=O)CCCN(C)C)[C@@H](C)CN([C@H](C)CO)C(=O)c2cc(NS(=O)(=O)c3ccc(Cl)cc3)ccc2O1,0.278

# Next part
SMILES,IDE exosite FP
CO[C@@H]1CC[C@@H]2CCOc3ccc(C#N)cc3C(=O)N(C)C[C@@H](c3ccccc3)CC(=O)N(C)C[C@@H]1O2,0.777
N#C[C@@H]1[C@@H](c2ccc(C3=CCCCC3)cc2)[C@H](CO)N1C(=O)NC1CCCC1,3.1
CCCN1[C@H](CO)[C@H](c2ccc(C3=CCCCC3)cc2)[C@@H]1CNC(=O)COC,3.81
COC(=O)[C@H]1[C@H](CO)[C@H]2Cn3c(ccc(/C=C/c4ccccc4)c3=O)[C@H]2N1CCC(F)(F)F,0.198
O=C(c1ccccn1)N1C[C@@H]2[C@H](c3ccccc31)[C@@H](CO)N2C(=O)C1CCCCC1,3.01
OC[C@@H]1[C@H](c2ccc(-c3cccnc3)cc2)[C@H]2CN(CC3CC3)CCCCN12,0.703
C[C@@H]1CN([C@@H](C)CO)C(=O)c2c(c3ccccc3n2C)-c2ccccc2CO[C@H]1CN(C)C(=O)NC1CCCCC1,0.61
N#C[C@H]1[C@@H](c2ccc(-c3cccc(F)c3)cc2)[C@H](CO)N1C(=O)NC1CCCC1,-1.62
O=C(Nc1cccc(F)c1)N1C[C@H]2[C@@H](c3ccccc31)[C@@H](CO)N2C(=O)Cc1ccccn1,0.91
CCCNC(=O)N1CC2(C1)CN(C(=O)c1ccccc1)[C@@H](CO)c1[nH]c3cc(OC)ccc3c12,-0.841
CCCC#Cc1ccc([C@@H]2[C@H](CO)N3C(=O)CN(C(=O)Nc4ccccc4F)C[C@@H]23)cc1,1.69
O=S(=O)(c1ccccc1)N1CCCCN2[C@H](CO)[C@H](c3ccc(-c4cncnc4)cc3)[C@H]2C1,2.76
COc1ccccc1C#Cc1ccc([C@H]2[C@@H](C#N)N(C(=O)C3CCCCC3)[C@H]2CO)cc1,-1.64
CCS(=O)(=O)Nc1ccc2c(c1)C(=O)N(C)[C@H]1CC[C@H](CC(=O)NCc3ccc(OC)cc3)O[C@H]1CO2,-0.295
C/C=C/c1ccc([C@@H]2[C@@H](CO)N3CCCCN(S(=O)(=O)c4cccc(C)c4)C[C@H]23)cc1,0.738
CO[C@H]1CN(C)C(=O)c2cc(NC(=O)Nc3c(C)noc3C)ccc2OC[C@@H](C)NC[C@H]1C,-1.99
Fc1ccccc1CN1[C@@H]2CNC[C@H]1C2c1ccc(-c2ccncc2)cc1 (some centres not stated),0.883
